High-throughput results as filed in PubChem BioAssay.
CRFBP-R2 block – CRF-BP/CRF-R2 complex antagonism. 0.59% of 350,000 active. AID 588475. inhibition, % at 11.8 µM. HEK293 CRF-R2/CRF-BP, CRF-induced calcium fluorescence;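 active = inhibition of the ligand-induced calcium signal above about 50% at the single tested concentration, limit read from the data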
M5 PAM – positive allosteric modulators of human muscarinic M5 receptor; AID 624038; activation, % at 3 µM; P08912; CHO-K1 hM5, Fluo-8 calcium, ACh EC20 PAM; 0% = ACh EC20, 100% = ACh EC100; 0.3% of 360,000 active;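 active = activation above the run cutoff, the mean activation of all test compounds plus 3 SD, cut at about 18% in these data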
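System – CHO-K1 hM5 cells · Compound – 3 µM, single dose · Incubation – compound preincubation 140 s before EC20 acetylcholine addition · Technique – Fluo-8 calcium fluorescence · Measure – Max/basal fluorescence ratio as % of EC20–EC100 ACh window · Benchmarks – low control EC20 acetylcholine (0%), high control EC100 acetylcholine (100%) · Replication – singlicate, one well per test compound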
M5 ag – agonists of human muscarinic M5 receptor (CHRM5) | P08912 | CHO-K1 hM5 cells, Fluo-8 calcium fluorescence; 0% DMSO wells, 100% maximal acetylcholine response | activation, % at 3 µM | 0.19% of 360,000 active;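 active = activation above the run's mean over test compounds plus 3 SD, cut at about 23% in these data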;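 also: signal is peak over basal fluorescence ratio across the kinetic read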
M5 antag – CHRM5 antagonism in calcium assay. 0.59% of 360,000 active. inhibition, % at 3 µM. P08912. CHO-hM5 cells, Fluo-8 calcium fluorescence, ACh EC80. AID 624040;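 active = inhibition above a per-plate cutoff, the mean of that plate's test compounds plus 3 SD, cut at about 27% in these data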;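 also: 0% = acetylcholine EC80 with DMSO and 100% = DMSO without agonist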
CHRM4 antagonist – CHRM4 antagonism in calcium assay; CHO-hM4 cells, ACh EC80, Fluo-8 calcium fluorescence; 0.73% of 360,000 active; inhibition, % at 3 µM; AID 624125;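 active = inhibition above its plate's cutoff, the mean inhibition of sample wells plus 3 SD, cut at about 27% in these data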;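 also: 0% = acetylcholine EC80 with DMSO and 100% = DMSO without agonist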
CRFR2-BP ag – agonists of human CRF-binding protein/CRF-R2 receptor complex; HEK293 CRF-R2/CRF-BP, calcium dye fluorescence (FLIPR); percent of saturating CRF peptide response; activation, % at 13.2 µM; 0.46% of 350,000 active; AID 588473;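 active = activation of at least 50%, plus an integration ratio under a set limit after plate pattern correction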;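 also: plate controls were neutral control wells without compound for no effect and CRF at EC100 for full effect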
M4 ag – CHRM4 agonism in calcium assay; CHO-K1 hM4/Gqi5, Fluo-8 calcium fluorescence; vehicle 0%, full acetylcholine response 100%; activation, % at 3 µM; P08173; 0.14% of 360,000 active;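 active = activation above the run mean over all test wells plus 3 SD, cut at about 32% in these data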;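 also: peak over basal fluorescence ratio per well then scaled between controls; 0% = DMSO wells and 100% = acetylcholine at EC100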
IDE cell inh – inhibitors of human insulin-degrading enzyme in cells. AID 434962. HEK cells, FAbetaB cleavage, fluorescence polarization. 0.41% of 320,000 active. P14735. inhibition, % at 5.59 µM;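 active = percent inhibition above the average of all tested compounds plus 3 SD, set per screening campaign, cut at about 16% in these data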;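 also: IDE supplied by intact live HEK cells; FP after avidin binding of uncleaved biotin substrate so inhibition keeps polarization high; 0% = DMSO wells and 100% = 60 µM reference IDE inhibitor Ii1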
Target sequence (P14735 whole entry, looked up): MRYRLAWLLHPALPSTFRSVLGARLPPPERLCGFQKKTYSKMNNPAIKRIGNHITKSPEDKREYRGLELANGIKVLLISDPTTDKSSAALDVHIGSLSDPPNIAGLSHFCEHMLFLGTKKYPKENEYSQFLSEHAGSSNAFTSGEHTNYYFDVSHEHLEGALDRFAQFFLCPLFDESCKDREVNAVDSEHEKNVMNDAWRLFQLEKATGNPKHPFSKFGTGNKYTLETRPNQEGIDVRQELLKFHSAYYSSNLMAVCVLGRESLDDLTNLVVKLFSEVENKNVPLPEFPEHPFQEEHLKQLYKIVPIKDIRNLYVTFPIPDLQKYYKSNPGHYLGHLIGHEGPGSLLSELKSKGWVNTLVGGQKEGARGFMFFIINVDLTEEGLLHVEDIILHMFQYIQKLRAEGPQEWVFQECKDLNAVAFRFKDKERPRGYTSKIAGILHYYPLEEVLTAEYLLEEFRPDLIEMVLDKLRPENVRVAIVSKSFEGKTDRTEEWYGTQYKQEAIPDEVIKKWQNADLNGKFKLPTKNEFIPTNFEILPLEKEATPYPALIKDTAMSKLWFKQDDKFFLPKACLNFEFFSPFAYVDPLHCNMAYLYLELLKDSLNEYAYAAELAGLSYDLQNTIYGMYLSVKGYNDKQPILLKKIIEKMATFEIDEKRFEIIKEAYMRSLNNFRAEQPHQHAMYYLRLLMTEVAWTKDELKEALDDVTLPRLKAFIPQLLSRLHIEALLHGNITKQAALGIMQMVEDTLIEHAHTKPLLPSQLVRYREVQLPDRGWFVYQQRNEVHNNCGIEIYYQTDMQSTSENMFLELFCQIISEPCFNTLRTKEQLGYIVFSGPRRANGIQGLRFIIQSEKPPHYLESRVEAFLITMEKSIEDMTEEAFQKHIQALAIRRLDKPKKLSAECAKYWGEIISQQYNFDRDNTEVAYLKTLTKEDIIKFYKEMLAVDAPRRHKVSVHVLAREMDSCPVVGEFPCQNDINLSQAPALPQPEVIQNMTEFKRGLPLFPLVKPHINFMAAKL
M4 PAM – CHRM4 positive allosteric modulation. 0.4% of 360,000 active. activation, % at 3 µM. CHO-K1 hM4/Gqi5, Fluo-8 calcium fluorescence, ACh EC20; 0% = ACh EC20, 100% = maximal ACh. P08173. AID 624126;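 active = activation above its plate's cutoff, the mean activation of sample wells plus 3 SD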; also: some results filed as inactive read as strong as hits
Numbers without * were called inactive; · = no result given.

CRFBP-R2 block,compound,M5 PAM,M5 ag,M5 antag,CHRM4 antagonist,CRFR2-BP ag,M4 ag,IDE cell inh,M4 PAM
14,O=C(COc1ncnc2sccc12)NC1CCCc2ccccc21 (configuration not stated),-1,-2,5,3,1.3,0,0,-2
10,COc1ccccc1OCCNC(=O)C1CC(=O)N(Cc2ccc(C)cc2)C1 (configuration not stated),5,-3,2,0,1.3,2,11,-1
0,CCC(C)C(=O)Nc1nc(-c2ccc3c(c2)NC(=O)CO3)cs1 (configuration not stated),-17,1,14,2,-1.4,10,-1,-6
21,Cc1cccc(C)c1OC(=O)CN(c1ccc(Cl)cc1)S(C)(=O)=O,-2,-7,-6,0,-1.1,0,1,-1
7,Cc1ccc(C)c(N(CC(=O)NC2CCCCC2)C(=O)CNC(=O)c2ccco2)c1,4,0,-2,0,-1.6,1,0,-9
17,COC(=O)N/N=C/c1ccc(-c2ccccc2Cl)o1,10,3,3,0,0.6,2,-2,0
-6,Cc1cc(C(=O)N2CCOCC2)ccc1[N+](=O)[O-],2,-1,-4,8,-1.5,1,-3,5
-1,CC(=O)N/C(=C/c1cccnc1)C(=O)Nc1ccc(Cl)cc1,5,1,1,2,-0.4,2,4,16
-7,O=C(NC1CCCCC1)c1cccc(COCC(F)(F)F)c1,1,2,-2,1,0.2,0,-1,-7
2,Cc1ccc(SCc2cn3cccnc3n2)cc1,-1,-5,-4,-5,1.1,0,-4,-2
15,Fc1cccc(NC(=S)N2CCc3ccccc32)c1,1,-4,-1,2,-1.2,0,·,3
12,N#Cc1cc(Br)ccc1N=C1CCCN1c1ccccc1,-3,-5,-3,10,-3.9,-2,-10,-6

Looked up above.
`COC(=O)N/N=C/c1ccc(-c2ccccc2Cl)o1` in CHRM4 antagonist shows 0
`N#Cc1cc(Br)ccc1N=C1CCCN1c1ccccc1` in M4 PAM shows -6
`Cc1ccc(C)c(N(CC(=O)NC2CCCCC2)C(=O)CNC(=O)c2ccco2)c1` in M4 PAM shows -9
`Cc1cccc(C)c1OC(=O)CN(c1ccc(Cl)cc1)S(C)(=O)=O` in M4 ag shows 0
`O=C(NC1CCCCC1)c1cccc(COCC(F)(F)F)c1` in CRFBP-R2 block shows -7
`Cc1cc(C(=O)N2CCOCC2)ccc1[N+](=O)[O-]` in M5 PAM shows 2

Following part
CRFBP-R2 block,compound,M5 PAM,M5 ag,M5 antag,CHRM4 antagonist,CRFR2-BP ag,M4 ag,IDE cell inh,M4 PAM
16,O=[N+]([O-])c1ccc(CSc2ccc(S(=O)(=O)N3CCOCC3)cn2)cc1,-7,-3,6,7,1.2,5,·,-10
-1,Cc1cc(NC(=O)CCC(=O)N(CC(=O)NC2CCCC2)c2ccc(F)cc2)no1,-2,-1,9,-8,-2.0,0,-1,-2
-6,Cc1cccc(NC(=O)c2ccccc2C(=O)Nc2cccc(C)c2)c1,-8,-2,13,-6,-0.9,0,-7,-10
11,O=C(Nc1ccccc1)/C(=C\c1ccccc1)NC(=O)c1ccco1,13,3,-5,-14,-0.2,1,5,4
-7,CCc1cc(C(=O)NN2C(=O)NC3(CCCCC3)C2=O)sc1C,14,1,4,-12,-0.4,0,-1,18
8,CCN(C(=O)COC(=O)/C=C/c1ccccc1Cl)c1c(N)n(Cc2ccccc2)c(=O)[nH]c1=O,1,2,3,0,1.0,1,·,3
8,O=C(CSc1nc(-c2ccccc2)cc(=O)[nH]1)Nc1ccccn1,5,1,-2,4,1.2,1,-7,2
0,CC(=O)Nc1cccc(-c2csc(NCc3ccco3)n2)c1,-2,1,-2,12,-0.5,0,1,-5
·,O=C(c1[nH]c(C(F)(F)F)nc1-c1ccccc1)N1CCCN(Cc2ccc(F)cc2)CC1,0,4,4,2,·,3,·,0
1,CN(C)c1ncc(S(=O)(=O)c2ccccc2)c(=O)[nH]1,-5,-2,10,9,0.7,0,0,2
13,Cc1nc2sc(C(c3cccs3)N3CCOCC3)c(O)n2n1 (configuration not stated),-3,1,-1,-14,3.8,1,-2,4
-4,Cc1nc(CNS(=O)(=O)c2cc(C)c(C)cc2C)cs1,2,2,-2,3,2.9,0,0,4

New compounds follow
CRFBP-R2 block,compound,M5 PAM,M5 ag,M5 antag,CHRM4 antagonist,CRFR2-BP ag,M4 ag,IDE cell inh,M4 PAM
10,CCCc1nnc(NS(=O)(=O)c2ccc(OC)cc2)s1,5,2,12,-5,-0.2,1,4,8
-5,O=C(O)/C=C/C(=O)N1CCN(Cc2ccc3c(c2)OCO3)CC1,-3,-4,17,7,0.6,0,-1,-7
-4,N#C/C(=C\c1cccs1)C(=O)N1CCOCC1,7,1,-2,11,2.0,0,0,-8
3,CS(=O)(=O)Nc1cccc(C2=NN(C(=O)CCC(=O)O)C(c3cccs3)C2)c1 (configuration not stated),4,-1,-2,0,1.1,0,4,3
·,Cn1cncc1C#Cc1ccc(N2C(c3ccsc3)=Cc3ccc(F)cc3C2c2c[nH]c3ccccc23)cc1 (configuration not stated),-7,-5,10,9,·,2,·,-8
-26,COc1ccccc1NC(=O)Nc1nnc(CC(=O)Nc2cccc(C)c2)s1,6,2,-3,7,3.2,2,1,2
-12,Cn1c(=O)c2c(nc(Br)n2Cc2ccccc2Cl)n(C)c1=O,1,-4,3,-1,-0.5,1,0,11
9,CCOC(=O)N1CCN(C(=O)c2ccc3c(c2)N(CC)CCS3)CC1,2,2,-4,2,0.8,-2,7,0
-1,O=C(Cc1ccc([N+](=O)[O-])cc1)NCCS(=O)(=O)N1CCN(c2ccccc2)CC1,0,2,-1,0,-1.3,4,·,4
14,O=C(Cc1ccccc1)NCC(=O)Nc1cc(Cl)ccc1Cl,0,-4,5,-4,-0.6,1,·,-1
-2,CC(=O)c1ccc(NC(=O)c2cnn3ccccc23)cc1,-5,3,4,-2,1.1,14,5,-4
20,C=CCNc1nnnc2c1sc1nc(N3CCOCC3)c3c(c12)CCCC3,2,3,10,5,-2.2,4,-4,-11

(next part)
CRFBP-R2 block,compound,M5 PAM,M5 ag,M5 antag,CHRM4 antagonist,CRFR2-BP ag,M4 ag,IDE cell inh,M4 PAM
-1,COc1ccc(C)c2sc(N(CCN(C)C)C(=O)c3cccc(N4C(=O)CCC4=O)c3)nc12,2,-7,5,-5,0.1,0,-1,-7
-4,CCOC(=O)c1oc2ccccc2c1CN1CCN(C)CC1,-2,-6,0,8,20,0,2,12
·,CC1(C(=O)Nc2ccc3nc[nH]c3c2)CCN1C(=O)C1(c2ccccc2)CC1 (configuration not stated),-6,1,0,-3,·,2,·,3
11,CS(=O)(=O)c1ccc(NCC2CCCO2)c([N+](=O)[O-])c1 (configuration not stated),2,2,12,-5,1.6,2,-9,4
-1,Cc1cccc(CN2CCN(C(=O)c3cccc4ccccc34)CC2)c1,-7,-2,0,3,0.5,2,-1,-5
16,CCCCOC(=O)/C(=C/C=C/c1ccccc1)NC(=O)c1ccccc1,-8,-2,8,-6,-0.1,3,-1,-6
-8,COc1ccc2c(c1)CCc1c(C(=O)Nc3c(C)n(C)n(-c4ccccc4)c3=O)noc1-2,4,-1,-3,-6,-6.0,2,6,9
9,CC(C)(C)c1ccc(S(=O)(=O)N2CCN(C3CCCC3)CC2)cc1,-1,3,11,5,-1.3,2,-2,-10
-8,O=c1oc2ccccc2c2c1ncn2CCN1CCOCC1,6,2,-1,3,3.6,1,-1,12
-2,COC(=O)[C@]1(Cc2ccccc2)N[C@H](CN(C)C(=O)c2ccc(C)cc2)[C@@H]2C(=O)N(C)C(=O)[C@@H]21,-3,0,-4,-8,-1.9,3,1,3
·,CCN(CC)C(=O)c1cccc(-c2csc(C(NC(C)=O)c3ccc(F)c(F)c3)n2)c1 (configuration not stated),-2,0,5,-6,·,2,·,4
3,CNC(=S)N1N=C(c2ccccc2)CC1c1ccc(Br)cc1 (configuration not stated),1,0,-5,-15,0.8,-1,1,11

New compounds follow:
CRFBP-R2 block,compound,M5 PAM,M5 ag,M5 antag,CHRM4 antagonist,CRFR2-BP ag,M4 ag,IDE cell inh,M4 PAM
5,CCOC(=O)C1CCN(C(=O)c2ccc(N(C)S(=O)(=O)c3ccc(OC)cc3)cc2)CC1,1,5,-11,-4,0.1,7,-2,-1
-10,Cc1ccccc1N1CC2=C(C1=O)C(c1ccccc1)NC(=O)N2C (configuration not stated),-8,0,8,3,-1.3,11,-6,-6
-17,C(=C\c1nc(N2CCCCCC2)c2ccccc2n1)/c1ccccc1,-9,-1,-2,-1,0.7,-1,1,-15
20,O=C(COc1cccc2ccccc12)N/N=C/c1ccccc1OCc1ccc(C(=O)O)cc1,-6,-1,3,9,-1.7,1,-2,0
3,CCC1=C(OC(=O)N(CC)CC)N2C(=O)OC(=NCc3ccccc3)[C@]2(C)[C@H]2C1=CC[C@H]1C(=O)N(c3ccccc3)C(=O)[C@H]12,-11,-1,5,-7,1.2,-1,2,12
3,Cc1ccc([C@@H]2CC=C(C(=O)O)[C@H](c3ccccc3F)N2S(=O)(=O)c2ccc(C)cc2)cc1,1,0,10,-1,0.7,1,1,7
-5,CC1CCN(CCCn2c(SCC(=O)NC3CCCC3)nc3ccccc3c2=O)CC1,-2,-9,10,-5,0.4,2,0,-4
-3,O=C1OCCC1Sc1ncnc2sccc12 (configuration not stated),1,-1,1,3,1.5,1,-2,16
-16,O=S(=O)(c1cccc(NC(=S)NCc2ccco2)c1)N1CCOCC1,5,2,-2,-4,0.3,2,0,-2
-25,O=C(Nc1ccccc1C(F)(F)F)c1cc2ncc(CCCl)cn2n1,2,2,-1,-8,5.3,1,1,5
-4,FC(F)(F)c1nnc(-c2ccccc2)nc1Oc1ccccc1,-5,0,7,7,0.2,2,2,-5
0,COc1ccc(-c2nc(=S)c3c([nH]2)Oc2ccc(C)cc2C3)cc1O,5,2,0,1,-0.8,1,7,10

Other results.
CRFBP-R2 block,compound,M5 PAM,M5 ag,M5 antag,CHRM4 antagonist,CRFR2-BP ag,M4 ag,IDE cell inh,M4 PAM
12,CCOc1ccccc1N1CCN(C(=O)c2ccc(NS(=O)(=O)c3ccc4[nH]c(=O)[nH]c4c3)cc2)CC1,3,2,-2,-10,-1.1,0,9,22
6,COc1ccc(-n2ncc3c2CC(C)(C)CC3NC(=O)c2ccoc2C)cc1 (configuration not stated),3,-2,6,3,-1.0,0,2,6
-50,COCc1nnc(NC(=O)CC(c2ccccc2)c2ccccc2)s1,-4,1,1,12,3.1,0,11,11
-132,CCCCNc1ccc2c3c(cccc13)C(=O)N(CCCC)C2=O,-21,591*,97*,81*,194*,267*,·,-39
-15,CCOC(=O)c1ccc(-c2c(-c3ccccc3OC)sc3cc4c(cc23)OCO4)cc1F,-5,-3,9,-8,2.5,1,2,-3
4,Cc1csc(=O)n1CC(=O)OCC(=O)c1c(N)n(CC(C)C)c(=O)n(C)c1=O,2,3,1,-1,-1.9,0,-5,-4

Reformatted: entries from further up.
Molecule	CRFBP-R2 block	M5 PAM	M5 ag	M5 antag	CHRM4 antagonist	CRFR2-BP ag	M4 ag	IDE cell inh	M4 PAM
CCOc1ccccc1N1CCN(C(=O)c2ccc(NS(=O)(=O)c3ccc4[nH]c(=O)[nH]c4c3)cc2)CC1	12	3	2	-2	-10	-1.1	0	9	22
COc1ccc(-n2ncc3c2CC(C)(C)CC3NC(=O)c2ccoc2C)cc1 (configuration not stated)	6	3	-2	6	3	-1.0	0	2	6
COCc1nnc(NC(=O)CC(c2ccccc2)c2ccccc2)s1	-50	-4	1	1	12	3.1	0	11	11
